# M4 ag – human M4 muscarinic receptor agonists, primary screen, CHO-K1 cells, Fluo-8 calcium fluorescence. CHO-K1 hM4/Gqi5; vehicle 0%, full acetylcholine response 100%. activation, % at 3 µM. 0.14% of 360,000 active;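 active = activation above the run mean over all test wells plus 3 SD, cut at about 32% in these data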;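 also: peak over basal fluorescence ratio per well then scaled between controls; 0% = DMSO wells and 100% = acetylcholine at EC100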
# Target sequence (P08173 whole entry, looked up): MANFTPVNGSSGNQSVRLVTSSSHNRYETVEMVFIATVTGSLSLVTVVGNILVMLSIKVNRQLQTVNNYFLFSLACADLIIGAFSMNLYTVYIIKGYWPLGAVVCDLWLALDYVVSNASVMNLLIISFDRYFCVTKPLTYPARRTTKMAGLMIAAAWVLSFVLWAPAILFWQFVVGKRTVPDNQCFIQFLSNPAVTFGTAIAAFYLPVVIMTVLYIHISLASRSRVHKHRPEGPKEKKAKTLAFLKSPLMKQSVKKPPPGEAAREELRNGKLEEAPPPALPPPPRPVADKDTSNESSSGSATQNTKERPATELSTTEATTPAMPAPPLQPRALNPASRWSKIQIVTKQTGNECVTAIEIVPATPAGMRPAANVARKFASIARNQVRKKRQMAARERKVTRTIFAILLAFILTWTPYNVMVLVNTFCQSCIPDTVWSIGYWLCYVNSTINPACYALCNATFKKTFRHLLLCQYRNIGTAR
# M1 antag – human M1 muscarinic receptor antagonists, primary screen, CHO-K1 cells, Fluo-8 calcium fluorescence, 1536-well | Muscarinic acetylcholine receptor M1 (Homo sapiens), P11229 | CHO-K1 hM1, ACh EC80 antagonist | inhibition, % at 3 µM | 1.3% of 360,000 active | AID 588852, 2011;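 active = percent inhibition above its own plate's cutoff, namely the mean of that plate's compound wells plus 3 SD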;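 also: peak over basal fluorescence ratio during 140 s after agonist addition; 0% = ACh EC80 plus DMSO and 100% = DMSO alone without agonist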
# Target sequence (P11229 whole entry, looked up): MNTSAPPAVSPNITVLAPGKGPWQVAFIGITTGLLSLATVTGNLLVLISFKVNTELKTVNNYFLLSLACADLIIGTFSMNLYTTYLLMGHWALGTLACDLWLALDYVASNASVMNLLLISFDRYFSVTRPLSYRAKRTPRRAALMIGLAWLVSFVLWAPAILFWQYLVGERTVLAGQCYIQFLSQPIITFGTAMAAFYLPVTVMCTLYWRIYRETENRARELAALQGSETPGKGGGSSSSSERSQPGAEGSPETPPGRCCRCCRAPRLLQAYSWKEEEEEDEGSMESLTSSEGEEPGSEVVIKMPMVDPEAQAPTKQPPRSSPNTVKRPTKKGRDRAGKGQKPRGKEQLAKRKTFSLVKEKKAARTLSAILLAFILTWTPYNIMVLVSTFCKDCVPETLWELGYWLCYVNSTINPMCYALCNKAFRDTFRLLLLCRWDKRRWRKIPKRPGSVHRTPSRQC
# M1 PAM – human M1 muscarinic receptor positive allosteric modulators, primary screen, CHO-K1 cells, Fluo-8 calcium fluorescence, 1536-well; Muscarinic acetylcholine receptor M1 (Homo sapiens), P11229; CHO-K1 hM1, ACh EC20; 0% = ACh EC20, 100% = maximal ACh; activation, % at 3 µM; 0.088% of 360,000 active; in the data active = activation above about 19%, passing the limit was not always enough
# M4 antag – human M4 muscarinic receptor antagonists, primary screen, CHO cells, Fluo-8 calcium fluorescence | 0.73% of 360,000 active | CHO-hM4 cells, ACh EC80 | inhibition, % at 3 µM | Muscarinic acetylcholine receptor M4 (Homo sapiens), P08173;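 active = inhibition above its plate's cutoff, the mean inhibition of sample wells plus 3 SD, cut at about 27% in these data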;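 also: 0% = acetylcholine EC80 with DMSO and 100% = DMSO without agonist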
# M5 antag – human M5 muscarinic receptor antagonists, primary screen, CHO cells, Fluo-8 calcium fluorescence | Muscarinic acetylcholine receptor M5 (Homo sapiens), P08912 | CHO-hM5 cells, ACh EC80 | inhibition, % at 3 µM | 0.59% of 360,000 active | AID 624040, 2012;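 active = inhibition above a per-plate cutoff, the mean of that plate's test compounds plus 3 SD, cut at about 27% in these data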;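 also: 0% = acetylcholine EC80 with DMSO and 100% = DMSO without agonist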
# M4 PAM – human M4 muscarinic receptor positive allosteric modulators, primary screen, CHO-K1 cells, Fluo-8 calcium fluorescence | CHO-K1 hM4/Gqi5, ACh EC20; 0% = ACh EC20, 100% = maximal ACh | 0.4% of 360,000 active | activation, % at 3 µM | AID 624126, 2012 | Muscarinic acetylcholine receptor M4 (Homo sapiens), P08173;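 active = activation above its plate's cutoff, the mean activation of sample wells plus 3 SD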; also: some results filed as inactive read as strong as hits
# M5 ag – human M5 muscarinic receptor agonists, primary screen, CHO-K1 cells, Fluo-8 calcium fluorescence | Muscarinic acetylcholine receptor M5 (Homo sapiens), P08912 | 0.19% of 360,000 active | CHO-K1 hM5 cells; 0% DMSO wells, 100% maximal acetylcholine response | activation, % at 3 µM;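 active = activation above the run's mean over test compounds plus 3 SD, cut at about 23% in these data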;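 also: signal is peak over basal fluorescence ratio across the kinetic read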
# CRFR2-BP ag – agonists of CRF-BP/CRF-R2 complex, primary screen, cell-based, HEK293, calcium dye fluorescence, uHTS. 0.46% of 350,000 active. activation, % at 13.2 µM. CRF-binding protein / CRF receptor 2 complex (human). calcium dye fluorescence (FLIPR); percent of saturating CRF peptide response. AID 588473, 2011;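 active = activation of at least 50%, plus an integration ratio under a set limit after plate pattern correction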;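 also: plate controls were neutral control wells without compound for no effect and CRF at EC100 for full effect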
# CHRM5 PAM – human M5 muscarinic receptor positive allosteric modulators, primary screen, CHO-K1 cells, Fluo-8 calcium fluorescence; CHO-K1 hM5, ACh EC20 PAM; 0% = ACh EC20, 100% = ACh EC100; activation, % at 3 µM; 0.3% of 360,000 active; AID 624038, 2012;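 active = activation above the run cutoff, the mean activation of all test compounds plus 3 SD, cut at about 18% in these data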
#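 Measured by: Fluo-8 calcium fluorescence; material: human M5 receptor in CHO-K1 cells; schedule: Post-acetylcholine fluorescence recording 140 s; benchmarks: low control EC20 acetylcholine (0%), high control EC100 acetylcholine (100%); read-out: Max/basal fluorescence ratio as % of EC20–EC100 ACh window; compound: single dose, 3 µM nominal final test concentration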
# * hit, by the source's call; · = not tested or not shown.
Compound	M4 PAM	M1 PAM	M5 ag	M4 antag	CRFR2-BP ag	CHRM5 PAM	M5 antag	M4 ag	M1 antag
CC(=O)c1ccc(OC2(C)CCN(Cc3cccn3-c3nccs3)C2)cc1 (stereo not given)	-10.4	-11.7	-2.6	-6.4	·	-0.5	-3.3	1.6	5.9
N#CC1=C(N)Oc2cc(O)ccc2C1c1cccs1 (stereo not given)	17.0	-1.4	-2.7	1.9	8.5	2.8	1.5	4.0	-3.0
COc1ccc(CCNC(=O)C2CCN(C(=O)c3ccc(Cl)cc3)CC2)cc1OC	5.4	6.7	-0.7	-5.5	-3.7	2.2	-3.0	1.5	-12.3
Cc1ccc(N2C(=O)C(Cl)=C(N3CCOCC3)C2=O)cc1Cl	7.7	10.4	3.9	6.2	0.1	3.9	0.2	0.8	-1.4
CC(=O)NS(=O)(=O)c1ccc(N=c2ssc3c2-c2cc(C)c(C)cc2NC3(C)C)cc1	-10.9	-23.6	-9.7	3.3	-0.4	-16.5	22.9	0.2	21.1
CCC(=O)Nc1ccc(C(=O)NNC(=O)C2CCCCC2)cc1	1.0	9.3	-3.5	-5.7	1.5	4.0	3.9	1.1	-13.7
COc1ccc(CC(=O)NNS(=O)(=O)c2ccccc2)cc1OC	-3.2	9.2	-2.9	-14.0	0.1	-5.9	-14.3	1.2	-3.8
CCCN1CCCc2ccccc21	9.4	4.5	0.6	-13.0	1.9	7.1	-9.4	0.5	-0.4
CC(OC(=O)/C(C#N)=C/c1ccco1)C(=O)N(C)c1ccccc1 (stereo not given)	1.6	3.5	2.2	-2.2	-0.3	1.4	13.4	2.3	-5.7
COc1ccccc1/C=C/C1(C(=O)NC2CCCC2)CC(=O)N1c1ccccc1 (stereo not given)	17.1	4.5	-3.6	-11.2	3.6	5.6	-1.8	-1.8	-27.5
S=c1[nH]nc(CNc2ccc(Cl)cc2)n1Cc1ccccc1	-6.2	8.1	-1.9	5.9	0.4	-1.1	-6.3	0.0	-3.8
COc1ccc(S(=O)(=O)N2CCC(C(=O)NCCCn3ccnc3)CC2)cc1C	3.8	7.7	-1.7	3.6	-0.7	1.3	2.1	0.7	-9.3
O=C(CP(=O)(c1ccccc1)c1ccccc1)Nc1nc2ccc(Cl)cc2s1	-15.1	-2.2	-0.1	2.0	0.6	-14.4	20.1	13.8	5.1
CCOc1ccc(N(CC(=O)NCC2CCCO2)S(=O)(=O)c2ccc(SC)cc2)cc1 (stereo not given)	-0.5	-2.0	2.8	-4.1	0.6	-4.2	5.5	3.1	2.2
N#Cc1ccccc1NC(=O)CN1C(=O)NC(Cc2c[nH]c3ccccc23)C1=O (stereo not given)	2.8	1.3	0.3	3.7	-1.6	-7.1	8.8	1.4	10.3
COc1ccc(Nc2ncnc3sccc23)cc1	4.3	5.8	-1.2	-2.8	3.5	1.5	19.8	1.9	16.7
O=C(CCN1C(=O)/C(=C\c2ccccc2)SC1=S)NCCCN1CCOCC1	1.2	-4.6	4.4	-12.4	-0.7	-0.2	-6.0	8.4	2.9
COc1ccc(-c2[nH]ncc2/C=N/NC(=O)c2cccc([N+](=O)[O-])c2)cc1OC	-0.5	8.3	-0.5	-0.9	0.3	-1.2	2.8	2.9	-8.9
CC1(C)Cc2ccccc2-c2nc(NCCCO)n(-c3ccccc3)c(=O)c21	-0.9	5.5	1.0	1.1	-0.3	-1.6	0.5	2.3	2.1
CCCc1cc(C(=O)N2CCCC(Nc3ccc(C)c(C)c3)C2)n(C)n1 (stereo not given)	3.4	13.3	0.1	-1.8	-0.2	-5.6	-1.2	1.5	-20.4

# Additional compounds.
Compound	M4 PAM	M1 PAM	M5 ag	M4 antag	CRFR2-BP ag	CHRM5 PAM	M5 antag	M4 ag	M1 antag
O=C(Nc1ccc(O)cc1)/C(=C\c1ccncc1)NC(=O)c1ccccc1	6.9	9.9	0.2	-6.5	-1.1	5.6	8.2	0.2	-9.8
Cc1ccc(OCc2ccc(C(=O)Nc3ccc(C(N)=O)cc3)o2)c([N+](=O)[O-])c1	4.9	-1.9	0.3	3.9	-0.1	-7.6	0.1	12.2	5.5
CNC(=O)CSCc1cnn(-c2ccccc2)c1-n1cccc1	5.1	6.8	-0.9	3.4	0.6	-2.1	-0.3	1.0	-3.0
CCn1nccc1C(=O)NC1=C(C#N)CCC1	-8.2	2.4	1.3	11.7	3.2	1.2	2.9	0.6	-10.7
O=C(Nc1ccc2c(c1)OCO2)C(c1ccccc1)N1CCN(C(=O)c2ccco2)CC1 (stereo not given)	6.1	6.4	-0.9	-3.0	-0.3	-7.7	0.4	0.5	-10.2
O=C(COC(=O)c1ccc(Cl)nc1)Nc1cccc(S(=O)(=O)N2CCCCC2)c1	-0.6	-6.3	7.0	3.4	-0.1	-12.8	10.6	12.9	18.3
Cc1ccc(C)c(NC(=O)CSc2nnc(-c3ccccc3)o2)c1	-0.6	2.8	1.2	-13.5	-2.7	-1.0	-4.2	1.9	-11.6
CC(C)(C)c1ccc(-n2ncc3c2CCCC3NC(=O)c2cnccn2)cc1 (stereo not given)	-6.5	9.6	2.7	-5.3	-0.7	2.4	2.4	7.7	-3.2
COc1ccc([C@@H]2[C@@H](C(=O)C(C)(C)C)N3N=Cc4ccccc4[C@@H]3C23C(=O)OC(C)(C)OC3=O)cc1OC	-11.3	-3.9	-9.4	11.4	0.9	-9.6	13.7	0.3	-4.4
CCOC(=O)N1CCN(C(=O)c2cccc(NC(=O)c3ccco3)c2)CC1	13.6	-0.7	1.2	-5.6	0.8	2.6	-8.4	1.2	-8.0
CCSc1nc2sc3c(c2c(=O)[nH]1)CCCC3	5.0	9.9	-1.7	2.8	-0.8	-1.7	-3.0	-1.6	-6.3
CC1CC(C)CN(C(=O)COc2cccnc2[N+](=O)[O-])C1 (stereo not given)	8.4	6.3	2.2	1.6	-4.1	2.5	8.0	1.3	-14.9
COCCn1c(SCc2nc3ccccc3s2)nc2ccccc21	-2.7	-5.7	-4.2	0.8	-0.3	-0.8	-9.3	5.1	-10.5
Cc1ccc([C@H]2C(C(=O)O)=CC[C@@H](c3ccc(C(C)C)cc3)N2S(=O)(=O)c2ccc(C)cc2)cc1	0.9	-2.6	-1.9	-13.1	-0.8	-1.1	-9.9	7.3	-9.7
CCCc1nc2c(C)cc(C)cc2c(N)c1CC	-3.1	-3.9	-0.9	5.3	-0.4	-2.3	8.4	0.2	9.4
CC(C)(C)c1ccc(OCCON2C(=O)CCC2=O)c(Cl)c1	2.6	6.8	3.0	-6.3	-0.9	-2.9	2.4	6.0	0.3
Cn1cc(S(=O)(=O)N2CCCC2)cc1C(=O)NCc1ccccc1	-7.6	-1.8	-0.4	1.4	0.5	-10.9	6.9	1.4	-6.2
COc1cc(/C=C(/C#N)C(=O)NCCCc2ccccc2)ccc1OCC(=O)O	-0.3	5.1	-3.0	-13.1	1.8	7.7	-6.9	0.2	-7.7
COc1ccc(NC(=O)CSc2nncn2C)c([N+](=O)[O-])c1	3.1	8.2	-0.1	-0.2	1.1	-1.8	4.4	1.5	-2.3
COC(=O)CCCC1=CC2=C(c3ccccc3)C(=O)C(C)(OC(=O)C3CCCC3)C(=O)C2=CN1C(CO)CO (stereo not given)	13.5	8.0	-0.9	-7.2	1.6	5.6	12.6	2.3	-14.4

# (further entries)
Compound	M4 PAM	M1 PAM	M5 ag	M4 antag	CRFR2-BP ag	CHRM5 PAM	M5 antag	M4 ag	M1 antag
CC(C)NC(=O)C1CC=CCC1C(=O)O (stereo not given)	-2.4	11.9	-1.4	-4.6	2.2	-0.9	1.3	0.5	-15.0
CN(C)c1nc(N)nc(Cn2ccnc2)n1	-0.1	6.9	-8.4	1.9	-1.3	-0.8	-4.5	-0.2	-8.5
COc1ccc(CC(=O)N(C)Cc2ccc(Cl)cc2)cc1S(=O)(=O)N1CCOCC1	2.7	-0.1	4.8	-1.1	0.4	-5.7	0.1	5.5	7.2
O=C(Nc1nnc(C2CCCC2)s1)C1CCC1	4.0	-7.4	-3.3	-1.5	-1.1	-12.5	0.2	0.0	11.5
CCOc1ccc(NC(=O)CN(C)C(=O)Cc2ccc3c(c2)OCCO3)cc1OCC	-2.4	4.5	-0.4	0.9	0.5	-6.0	1.8	5.7	-15.6
CCc1nnc(NC(=O)c2oc3cc(C)c(C)cc3c2C)s1	7.0	8.4	-1.2	-0.6	1.6	3.8	-6.0	0.6	-8.4
COC(=O)[C@]12CCCCC=C1N(Cc1ccccc1)C(=O)[C@H](CC(=O)NCc1cccc(C(F)(F)F)c1)C2	1.2	·	0.7	-5.1	·	-8.0	8.7	5.5	·
Cc1c(-c2ccccc2)n(O)c(-c2ccc(N(C)C)cc2)[n+]1[O-]	4.0	4.2	0.2	-5.8	-0.2	-2.5	4.3	0.7	-1.0
CCOc1ccc(C(=O)C[n+]2ccccc2C)cc1	11.2	-0.3	-2.6	-7.3	-0.2	-4.5	2.4	0.8	-3.7
COc1ccc(-n2c(SCC(=O)Nc3cc(C)on3)nc3c(c2=O)SCC3)cc1	-3.4	3.3	0.0	-3.8	3.0	-5.1	-4.9	0.6	1.4
COc1ccc(C2CC(=O)c3c(C)nc(N4CCN(Cc5ccccc5)CC4)nc3C2)cc1OC (stereo not given)	4.7	2.2	-0.5	-1.5	0.8	-6.7	5.8	2.3	-0.8
Cc1ccc(S(=O)(=O)c2cc3ccccc3oc2=O)cc1	6.7	-0.2	-4.2	-6.0	-1.8	-1.7	1.4	1.6	-1.1
CC(=O)c1ccc(N2CCN(C(=O)COc3ccc4ccccc4c3)CC2)cc1	2.4	7.4	1.0	7.0	-0.5	-3.7	6.2	0.9	-3.3
Cc1ccc(Sc2c(CO)c(-c3ccccc3)nn2C)cc1	-1.6	-3.9	9.9	3.6	1.0	-6.3	-3.9	8.7	11.5
CC(=O)OC1[C@H](Oc2c(O)c(C)c3c4c2[C@@H](C)CC[C@@H]4[C@@H](C)C[C@@H]3C=C(C)C)OC[C@@H](O)[C@@H]1O (stereo not given in full)	3.4	7.6	3.6	-9.6	0.6	-6.0	13.7	1.1	-8.3
CSCCC(Nc1ccc(S(=O)(=O)N2CCOCC2)cc1[N+](=O)[O-])C(=O)OCC(=O)NCC(C)C (stereo not given)	-0.9	2.4	-3.5	-8.3	-2.0	-5.5	-2.0	5.6	-8.8

# Compound profiles, as listed above. Order of screens: M4 PAM | M1 PAM | M5 ag | M4 antag | CRFR2-BP ag | CHRM5 PAM | M5 antag | M4 ag | M1 antag
# Shown for CN(C)c1nc(N)nc(Cn2ccnc2)n1 = -0.1 | 6.9 | -8.4 | 1.9 | -1.3 | -0.8 | -4.5 | -0.2 | -8.5
# Shown for COc1ccc(-n2c(SCC(=O)Nc3cc(C)on3)nc3c(c2=O)SCC3)cc1 = -3.4 | 3.3 | 0.0 | -3.8 | 3.0 | -5.1 | -4.9 | 0.6 | 1.4
